Screening results as filed in PubChem BioAssay.
M5 ag: human M5 muscarinic receptor agonists, primary screen, CHO-K1 cells, Fluo-8 calcium fluorescence. CHO-K1 hM5 cells; 0% DMSO wells, 100% maximal acetylcholine response. hit rate 0.19% among 360,000. activation, % at 3 µM;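 active means activation above the run's mean over test compounds plus 3 SD, cut at about 23% in these data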;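 further: signal is peak over basal fluorescence ratio across the kinetic read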
M5 PAM: human M5 muscarinic receptor positive allosteric modulators, primary screen, CHO-K1 cells, Fluo-8 calcium fluorescence | CHO-K1 hM5, ACh EC20 PAM; 0% = ACh EC20, 100% = ACh EC100 | activation, % at 3 µM | hit rate 0.3% among 360,000;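 active means activation above the run cutoff, the mean activation of all test compounds plus 3 SD, cut at about 18% in these data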
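system = human M5 receptor in CHO-K1 cells | compound = one concentration, 3 µM final (nominal) | schedule = Post-acetylcholine fluorescence recording 140 s | signal = Fluo-8 calcium dye fluorescence, kinetic read | benchmarks = low control EC20 acetylcholine (0%), high control EC100 acetylcholine (100%) | repeats = singlicate, one well per test compound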
CRFR2-BP ag: agonists of CRF-BP/CRF-R2 complex, primary screen, cell-based, HEK293, calcium dye fluorescence, uHTS; calcium dye fluorescence (FLIPR); percent of saturating CRF peptide response; hit rate 0.46% among 350,000; AID 588473, 2011; activation, % at 13.2 µM; CRF-binding protein / CRF receptor 2 complex (human);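 active means activation of at least 50%, plus an integration ratio under a set limit after plate pattern correction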;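 further: plate controls were neutral control wells without compound for no effect and CRF at EC100 for full effect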
M4 PAM: human M4 muscarinic receptor positive allosteric modulators, primary screen, CHO-K1 cells, Fluo-8 calcium fluorescence | Muscarinic acetylcholine receptor M4 (Homo sapiens), P08173 | CHO-K1 hM4/Gqi5, ACh EC20; 0% = ACh EC20, 100% = maximal ACh | activation, % at 3 µM | hit rate 0.4% among 360,000 | AID 624126, 2012;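 active means activation above its plate's cutoff, the mean activation of sample wells plus 3 SD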; further: some results filed as inactive read as strong as hits
CRFBP-R2 block: antagonists of CRF-BP/CRF-R2 complex, primary screen, cell-based, HEK293, calcium dye fluorescence, uHTS; CRF-induced calcium fluorescence; inhibition, % at 11.8 µM; hit rate 0.59% among 350,000; AID 588475, 2011;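 active means inhibition of the ligand-induced calcium signal above about 50% at the single tested concentration, limit read from the data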
M4 antag: human M4 muscarinic receptor antagonists, primary screen, CHO cells, Fluo-8 calcium fluorescence | Muscarinic acetylcholine receptor M4 (Homo sapiens), P08173 | CHO-hM4 cells, ACh EC80 | inhibition, % at 3 µM | hit rate 0.73% among 360,000 | AID 624125, 2012;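 active means inhibition above its plate's cutoff, the mean inhibition of sample wells plus 3 SD, cut at about 27% in these data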;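 further: 0% = acetylcholine EC80 with DMSO and 100% = DMSO without agonist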
M5 antag: human M5 muscarinic receptor antagonists, primary screen, CHO cells, Fluo-8 calcium fluorescence; hit rate 0.59% among 360,000; CHO-hM5 cells, ACh EC80; Muscarinic acetylcholine receptor M5 (Homo sapiens), P08912; inhibition, % at 3 µM;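 active means inhibition above a per-plate cutoff, the mean of that plate's test compounds plus 3 SD, cut at about 27% in these data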;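 further: 0% = acetylcholine EC80 with DMSO and 100% = DMSO without agonist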
M4 ag: human M4 muscarinic receptor agonists, primary screen, CHO-K1 cells, Fluo-8 calcium fluorescence | Muscarinic acetylcholine receptor M4 (Homo sapiens), P08173 | CHO-K1 hM4/Gqi5; vehicle 0%, full acetylcholine response 100% | activation, % at 3 µM | hit rate 0.14% among 360,000 | AID 624127, 2012;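 active means activation above the run mean over all test wells plus 3 SD, cut at about 32% in these data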;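 further: peak over basal fluorescence ratio per well then scaled between controls; 0% = DMSO wells and 100% = acetylcholine at EC100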
IDE inh: human IDE inhibitors in live cells, primary screen, fluorescence polarization, HEK cells, FAbetaB substrate. FAbetaB cleavage. inhibition, % at 5.59 µM. hit rate 0.41% among 320,000;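 active means percent inhibition above the average of all tested compounds plus 3 SD, set per screening campaign, cut at about 16% in these data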;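 further: IDE supplied by intact live HEK cells; FP after avidin binding of uncleaved biotin substrate so inhibition keeps polarization high; 0% = DMSO wells and 100% = 60 µM reference IDE inhibitor Ii1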
Target sequence (P14735 whole entry, looked up): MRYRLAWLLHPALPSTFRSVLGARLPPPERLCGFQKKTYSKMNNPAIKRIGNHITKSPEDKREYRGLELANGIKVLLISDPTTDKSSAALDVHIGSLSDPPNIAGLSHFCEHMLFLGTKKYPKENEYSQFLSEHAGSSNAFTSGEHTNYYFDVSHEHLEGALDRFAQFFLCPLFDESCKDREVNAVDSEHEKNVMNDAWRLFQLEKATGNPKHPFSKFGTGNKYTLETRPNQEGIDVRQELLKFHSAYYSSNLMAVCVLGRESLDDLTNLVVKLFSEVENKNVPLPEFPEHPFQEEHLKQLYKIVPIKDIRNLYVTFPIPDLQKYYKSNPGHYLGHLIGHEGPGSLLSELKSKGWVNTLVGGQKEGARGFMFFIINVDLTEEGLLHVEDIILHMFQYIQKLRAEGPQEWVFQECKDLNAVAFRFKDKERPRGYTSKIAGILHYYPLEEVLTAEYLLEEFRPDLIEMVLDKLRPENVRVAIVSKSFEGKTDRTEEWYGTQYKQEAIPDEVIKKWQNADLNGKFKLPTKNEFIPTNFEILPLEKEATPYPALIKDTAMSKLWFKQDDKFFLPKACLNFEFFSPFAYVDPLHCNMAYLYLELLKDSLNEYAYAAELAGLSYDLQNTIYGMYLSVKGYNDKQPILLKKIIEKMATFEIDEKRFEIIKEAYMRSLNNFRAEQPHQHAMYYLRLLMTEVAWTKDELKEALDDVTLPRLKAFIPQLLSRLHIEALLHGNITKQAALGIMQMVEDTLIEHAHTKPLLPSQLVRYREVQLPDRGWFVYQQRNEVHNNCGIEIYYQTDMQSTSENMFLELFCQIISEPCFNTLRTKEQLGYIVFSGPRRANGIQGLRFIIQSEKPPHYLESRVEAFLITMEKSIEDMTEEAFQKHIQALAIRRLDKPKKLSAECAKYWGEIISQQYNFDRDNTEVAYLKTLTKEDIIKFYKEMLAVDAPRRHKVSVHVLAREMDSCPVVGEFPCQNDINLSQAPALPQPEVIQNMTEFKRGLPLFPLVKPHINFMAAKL
Active calls of the source: *; / = not tested or not shown.

SMILES,M5 ag,M5 PAM,CRFR2-BP ag,M4 PAM,CRFBP-R2 block,M4 antag,M5 antag,M4 ag,IDE inh
CC(C)CC(=O)NC(=S)Nc1ccc(N2CCCC2)c(Cl)c1,-1,-3,-0.2,-8,-17,7,13,0,-2
CC(C)c1ccccc1NC(=O)C1CCCN(C(=O)c2ccc(Cl)cc2)C1 (configuration not stated),5,-10,0.5,-2,-6,9,12,10,/
COc1cc(C(O)c2nc3ccccc3n2C(C)C)cc(OC)c1OC (configuration not stated),12,8,-0.6,-7,8,2,-28,1,-2
CC(C)c1ccc(OCC(=O)Nc2cccc(C(=O)Nc3ccccc3C(=O)O)c2)cc1,2,7,0.6,-10,28,11,2,-3,-1
COc1ccccc1N1CCN(C2CCCN(C(=O)CCC(=O)N(C)C)C2)CC1 (configuration not stated),-6,2,-1.2,4,1,-6,10,0,4
CC(C)(C)c1ccccc1NC(=O)Cn1cnc2cc([N+](=O)[O-])ccc2c1=O,1,0,0.3,-1,1,6,5,3,8
Nc1nc(CN2CCN(Cc3ccccc3)CC2)nc(N2CCCc3ccccc32)n1,-3,-2,-0.5,-6,-16,-3,-1,1,-5
CCOc1ccc(CNC(=O)CN2C(=O)CSc3ccc(S(=O)(=O)N4CCOCC4)cc32)cc1OC,-1,3,-0.6,2,-7,-12,3,2,-3
CC1=CN2C(=N)/C(=C\c3cn(CCCOc4ccccc4)c4ccccc34)C(=O)N=C2S1,0,4,13,0,-37,7,-2,1,-3
O=c1nc(N/N=C/c2ccco2)cn[nH]1,-2,-5,0.6,6,16,-8,2,1,-1
COc1cc(OC)c(N(C)S(=O)(=O)c2cccc(C(=O)NCc3cccs3)c2)cc1Cl,-2,-5,-0.9,1,-6,-5,-1,8,/
Cc1ccc(-n2nnc(-c3ccnc4ccccc34)n2)cc1,2,1,-1.3,3,4,-8,1,0,4
COc1cc(S(=O)(=O)NCCc2ccc3c(c2)OCO3)ccc1-n1cnnn1,1,-4,4.6,-10,-39,3,-1,3,-5
Cc1ccc(C)c(NC(=O)CSc2nc3ccc(N4C(=O)c5ccccc5C4=O)cc3s2)c1,-5,-6,2.0,8,27,-17,7,5,-1
COc1ccc2c(C(=O)CN3CCN(CCO)CC3)c[nH]c2c1,1,-1,0.6,1,-13,4,-4,1,-1
CCN(CC)CCCNC1CCS(=O)(=O)C1 (configuration not stated),-3,6,0.4,-1,-1,-5,-5,1,-2
CN(C(=O)CS(=O)(=O)c1cn(CC(=O)N2CCCCC2)c2ccccc12)c1ccccc1,-1,2,-0.4,1,2,-5,7,6,4
S=C(NCc1cccs1)Nc1cc(Cl)cc(Cl)c1,3,-30,3.3,-27,11,-4,26,18,2
Cc1n[nH]c(C)c1CCC(=O)N/N=C/C=C/c1ccccc1,0,-5,-0.6,-7,1,14,12,1,4
COc1ccc(NCC(=O)N/N=C/C=C\c2ccccc2)cc1,1,-3,1.5,-1,-7,1,-2,1,7
Cc1ccc(/C=C/S(=O)(=O)Nc2ccc(C)cc2)cc1,-3,1,-1.9,1,-25,-5,-12,3,1
C[C@@H](NC(=O)[C@@H]1Cc2ccccc2CN1)C(=O)NCC1CCCO1 (some centres not stated),-2,5,7.0,2,-15,-1,9,-1,0
C[N+](C)(C)C[C@H](O)CC(=O)[O-],0,7,-1.1,8,6,-20,-4,1,-5
COCc1ccc(C(=O)N2CCc3c([nH]c4ccccc34)C2c2ccccn2)s1 (configuration not stated),-8,-2,-0.4,-8,15,7,8,2,-6
CCN=C(NCC)SC1CC(=O)N(c2ccc(OCC)cc2)C1=O (configuration not stated),6,-19,-0.2,-12,13,-2,15,24,9
COc1cc(/C=N/NC(=O)CNC(=O)c2cccs2)ccc1O,-3,0,-3.6,1,15,-3,7,1,3
OC[C@H]1O[C@@H](c2nc(-c3ccc(Br)cc3)no2)C[C@@H]1O,1,-4,/,-1,/,-8,6,3,/
Cc1cc(Nc2ccccc2)nc(N2CCOCC2)n1,-3,-5,-0.6,2,5,-6,-1,0,-7
CC1CCCCC1NS(=O)(=O)CCNC(=O)c1ccccc1 (configuration not stated),1,-2,0.2,-3,4,9,10,0,10
Cc1ccc(-c2nc3cccnc3s2)cc1NS(=O)(=O)c1cccs1,1,-5,1.1,-6,20,-1,0,4,4
COCCCNC(=O)C1C2C=CC3(CN(Cc4ccc(C)cc4)C(=O)C13)O2 (configuration not stated),3,4,-0.2,14,-5,-4,-5,0,3
O=C(Cc1ccccc1)n1nc(-c2ccccc2)nc1NCc1ccco1,2,-5,0.7,-4,3,-2,-1,0,0
COc1ccc2c(=O)c(C(=O)NCCc3ccc(OC)c(OC)c3)c[nH]c2c1,5,0,-2.4,12,-6,-7,-1,4,0
COc1cccc(-c2nnc3sc(-c4ccccc4)nn23)c1,0,0,-2.1,-8,2,5,9,0,1
Cc1nccn1CC(=O)c1ccc(O)c(O)c1,0,-11,-0.1,1,-4,7,6,0,5
CCC(CC)C(=O)Nc1cc(C)c2c(=O)oc3ccccc3c2n1,0,-3,0.0,-9,-31,10,1,5,1
Cc1nnc(NC(=O)Cn2nc(C)c3ccccc3c2=O)s1,3,5,-1.1,0,-11,-3,-9,0,2
O=C(Nc1ccc(C(=O)O)cc1)/C(=C\c1cccc([N+](=O)[O-])c1)NC(=O)c1ccc(Br)o1,0,5,-1.9,11,-6,-19,-15,1,-6
CCOc1ccc(-n2ccnc(SCC(=O)NCc3cccc(OC)c3)c2=O)cc1,-3,0,-2.8,4,13,-9,4,1,7
O=C(NC(=S)Nc1ncccn1)c1ccc(F)cc1,-2,8,-0.3,1,2,8,4,0,11
Cc1ccc(NC(=O)COC(=O)CCc2nc3ccccc3c(=O)[nH]2)cc1Cl,-2,1,-6.2,-7,4,2,8,2,0
Cc1ccc(NC(=O)CSC(C)C(=O)OC(C)C(=O)NC2CCCCC2C)cc1 (configuration not stated),0,-10,-1.9,4,-3,10,7,3,-2
Cc1nn(CC(=O)N2N=C(C(F)F)CC2(O)C(F)F)c(C)c1[N+](=O)[O-] (configuration not stated),-2,-6,-0.9,0,7,-2,5,1,-7
CC1CCC(N2CCN(S(=O)(=O)Cc3ccccc3)CC2)CC1 (configuration not stated),-7,6,-1.0,-11,-8,15,-16,3,1
O=C(COC(=O)c1cccc(S(=O)(=O)N2CCCCC2)c1)NCc1cccc(Cl)c1,1,-5,15,3,-3,-6,3,3,/
Cc1cc(S(=O)(=O)NCCc2ccccc2)c(C)s1,-6,-2,-1.5,-10,14,6,-1,-1,7
CCCCCCc1nnc(NC(=O)OCC)s1,0,-4,1.6,-6,-21,14,2,-1,-3
CCc1nc(N[C@H](C(=O)O)C(C)CC)c2oc3ccccc3c2n1 (some centres not stated),-1,0,-2.4,12,16,2,1,0,-2
O=C(O)Cc1sc(Nc2ccccc2)nc1-c1ccc(Cl)cc1,4,4,-0.4,3,5,-1,-10,5,1
CC(=O)O[C@H]1c2ccccc2-c2ccccc2[C@@H]1OC(C)=O,-3,3,-0.2,-1,0,5,-3,-2,5
CC1(C)CC2(OC2c2ccccc2)C(=O)c2ccccc21 (configuration not stated),-4,-1,-2.4,0,12,-6,18,1,/
COc1ccccc1NS(=O)(=O)c1cc(NC(=O)C(C)NC(N)=O)ccc1N1CCCC1 (configuration not stated),-2,4,-1.7,0,-10,-16,1,1,-3
COc1cc(OC)cc(C(=O)Nc2cccc3c2CCCC3)c1,-4,-1,-3.1,4,8,-5,13,0,-2
O=C(CSc1nnc(-c2ccco2)c(-c2ccco2)n1)c1ccccc1,0,-4,-3.4,-9,18,3,0,0,1
Cc1cccc(NC(=O)CSc2nnc(-c3cnccn3)n2Cc2ccco2)c1,-2,-9,-0.6,13,-13,-15,11,1,-1
Nc1nc2c(ncn2[C@@H]2O[C@H](CNCc3ccc(F)c(N4CCOCC4)c3)[C@@H](O)[C@H]2O)c(=O)[nH]1,1,5,/,2,/,-3,2,0,/
CC1=CC(C)(C)NC(=S)N1c1ccc(C)cc1C,-3,-4,-0.3,5,18,-13,1,5,3
Cc1ccc(NCC(=O)Nc2cccc(S(=O)(=O)N(C)C)c2)c(Cl)c1,2,0,-1.6,5,5,1,-5,5,10
CCCNC(=O)c1n[nH]c(=O)c2ccccc12,0,-1,1.7,4,-7,3,-8,1,2

Some of these compounds in order of the M5 PAM value, rising:
SMILES,M5 ag,M5 PAM,CRFR2-BP ag,M4 PAM,CRFBP-R2 block,M4 antag,M5 antag,M4 ag,IDE inh
Cc1nn(CC(=O)N2N=C(C(F)F)CC2(O)C(F)F)c(C)c1[N+](=O)[O-] (configuration not stated),-2,-6,-0.9,0,7,-2,5,1,-7
O=c1nc(N/N=C/c2ccco2)cn[nH]1,-2,-5,0.6,6,16,-8,2,1,-1
COc1cc(OC)cc(C(=O)Nc2cccc3c2CCCC3)c1,-4,-1,-3.1,4,8,-5,13,0,-2
